From PubChem BioAssay
Shiga inhibitor: blocks Shiga toxin action in Vero cells; inhibition, % at 38.7 µM; 290,000 compounds, 9.2% hits; AID 2315; Vero cells, Shiga toxin protein synthesis inhibition reporter; in the data active = inhibition mostly above about 28%, no sharp cut-off; inactive = mostly below about 43%; note: 0% is about no effect
CHX counter: affects cycloheximide protein synthesis inhibition readout, counter-screen | cell reporter, cycloheximide protein synthesis inhibition counterscreen | max response, % | 300,000 compounds, 12% hits; in the data active = max response mostly above about 13%, no sharp cut-off; inactive = mostly below about 14%; note: read at 38.3 µM for the half of the compounds with a filed dose; 0% is about no effect
Giardia FBPA inh: inhibitors of Giardia lamblia fructose-1,6-bisphosphate aldolase. purified Giardia FBPA. Potency, µM (doses to about 59.6 µM), without a hit: top-dose activity, negative = inhibition, usual class: inhibitors. AID 2451. 290,000 compounds, 0.71% hits. A8B2U2; note: potency is the fitted concentration of half-maximal effect; % is set by controls: 0 for no effect and ±100 for the full control effect; nearly all actives have a fitted effect of over 55% in size
Target sequence (A8B2U2 whole entry, looked up): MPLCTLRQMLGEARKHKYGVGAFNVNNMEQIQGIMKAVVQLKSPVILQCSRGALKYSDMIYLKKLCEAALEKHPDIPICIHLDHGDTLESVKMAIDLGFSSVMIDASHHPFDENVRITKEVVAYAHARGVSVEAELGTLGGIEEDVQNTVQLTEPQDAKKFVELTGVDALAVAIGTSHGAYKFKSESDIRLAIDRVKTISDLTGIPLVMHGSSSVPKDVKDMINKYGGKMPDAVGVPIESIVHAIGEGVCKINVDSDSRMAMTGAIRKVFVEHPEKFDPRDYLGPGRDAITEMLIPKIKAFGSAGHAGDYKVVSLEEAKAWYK
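40 nM FBPA preincubated 10 min at RT with compound (up to 57.5 uM final), then substrate plus GAPDH/TPI/NAD/arsenate coupling and diaphorase/resazurin added. Fluorescence read after 20 min at RT, 525/598 nm.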
HCV inh: blocks hepatitis C virus; AID 651820; 340,000 compounds, 3.4% hits; Potency, µM (titrated, usually from 41.8 µM), for inactives: at the top dose activity change, negative = inhibition, usual class: inhibitors; Huh7.5.1 HCVcc-Cre infection, luciferase reporter, 44 h; note: potency is the fitted concentration of half-maximal effect; % is set by controls: 0 for no effect and ±100 for the full control effect
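Reporter virus HCVcc-Cre (~0.5 moi) infects cells exposed to compound; seeding density 1,000 cells/well with 4 h settling beforehand. Luminescence, 15 sec read, taken 44 h post-infection following a 15 min RT substrate incubation.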
Pf growth 96h: P. falciparum growth inhibition at 96 hour, primary screen for plastid delayed-death inhibitors; P. falciparum luciferase reporter growth, 96 h; Potency, µM (doses to about 28.7 µM), inactives show top-dose activity change, negative = inhibition, actives largely listed as inhibitors; 320,000 compounds, 6.9% hits; AID 504834; note: potency is the fitted concentration of half-maximal effect; % is set by controls: 0 for no effect and ±100 for the full control effect
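Delayed-death screen, second-generation endpoint: infected erythrocytes, 2% hematocrit, 0.05% parasitemia final; 96 hours at 37 C, 5% CO2; luciferase detection reagent; luminescence decrease equals reduced growth.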
Pf growth 48h: P. falciparum growth inhibition at 48 hours (one generation); P. falciparum luciferase growth in erythrocytes, 48 h; Potency, µM (highest dose often 28.7 µM), without a hit: top-dose activity change, negative = inhibition, most hits filed as inhibitors; 310,000 compounds, 5.9% hits; note: potency is the fitted concentration of half-maximal effect; % is set by controls: 0 for no effect and ±100 for the full control effect
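Luciferase-expressing parasites in RBCs, 2% Hct / 0.1% parasitemia final; RPMI 1640 + 0.5% Albumax; 37 C, 5% CO2, one generation; luminescence read-out, lower signal = inhibition.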
Active calls of the source: *; i = inactive; ? = inconclusive; . = no result given; & = joins results of further samples; [ ] = another dose, or the depositor's remark. Unless noted, calls come from the whole dose curve; as a rule, active = well fitted curve in the direction sought with a large enough effect; inconclusive = small, poorly fitted or top-dose-only effect, or another doubt; inactive = no such curve, though single readings can be large; an effect the other way counts as inactive or inconclusive.

SMILES	Shiga inhibitor	CHX counter	Giardia FBPA inh	HCV inh	Pf growth 96h	Pf growth 48h
CCOCCn1c(SCCCc2ccccc2)nc2c1c(=O)[nH]c(=O)n2C	-1	-2	1%	?	.	?
COCCNc1nc(-c2ccc(OC)cc2)c(-c2ccc(OC)cc2)s1	4	10	-24%	?	?	0%
COc1ccc(CNC(=O)CN(C(=O)CCC(=O)Nc2nccs2)c2ccc(C)cc2)cc1	24	-1	6%	-16%	7.4µM*	?
C=CCc1ccc(OCCCCOc2ccc(C(=O)O)cc2)c(OC)c1	-17	-6	16%	4%	13%	9%
COc1cc2c(cc1OC)CN(S(=O)(=O)c1ccc(Cl)nc1)CC2	.	.	.	-5%	10%	10%
CCOC(=O)c1cc2n(n1)C(C(F)(F)F)CC(C)N2 (stereo unspecified)	13	12*	4%	3%	.	46%[activator]
Cc1ccc(S(=O)(=O)N2CC(O)C[C@H]2C(=O)OCC(=O)c2ccccc2)cc1 (stereo partly specified)	4	-5	3%	-6%	-14%	5%
O=C(Nc1ccsc1C(=O)O)c1ccccc1	32	3	10%	0%	36%[activator]	14%
CCOC(=O)Nc1ccc2c(c1)N(C(=O)CCN(CC)CC)c1ccccc1S2=O (stereo unspecified)	-7	6	1%	-4%	82%[activator]	11%
CCOC(=O)C1Oc2ccccc2C(c2ccoc2)=C1C(=O)OC (stereo unspecified)	i	16	6%[89.2 µM]	1%	.	.
Nc1ccc(OCCCc2c(N)nc(N)nc2N)cc1	23	-1	-1%	-23%	27%	-5%
Cc1sc2nc(SCC(=O)Nc3ccc(S(N)(=O)=O)cc3)[nH]c(=O)c2c1C	-10	-3	-27%	15%	3%	?
Cc1ccc(OCc2csc(N)n2)cc1	83*	35*	-2%	-11%	176%[activator]	425%[activator]
COc1ccc(CNC(=O)CN(C)S(=O)(=O)c2ccc3c(c2)OCCO3)cc1OC	.	.	.	9%	?	?
CCCn1c2c(c(O)c(C(=O)NCCCN(CC)CC)c1=O)CCCC2	-2	-3	1%	?	5%	?
COc1ccccc1/C=C1\SC(=S)N(NS(=O)(=O)c2ccccc2)C1=O	16	7	?	7%	9%	-16%
CCOC(=O)c1[nH]ncc1CN1CCC(Cc2cccc(OC)c2)(C(=O)OCC)CC1	-4	-2	0%	27%	14%	5%
COCCCNC(=O)CCCOc1ccccc1	26	31*	2%	4%	184%[activator]	.
COc1ccc(Cc2nnc(SC)[nH]c2=O)cc1	-10	5	-3%	-25%	.	16%
CSc1ccc(S(=O)(=O)NCC(=O)OCC(=O)N(C)C2CCCCC2)cc1[N+](=O)[O-]	.	.	.	16%	9%	2%
O=[N+]([O-])c1ccc(S(=O)(=O)N(CC(O)CN2CCCCC2)c2ccccc2)cc1 (stereo unspecified)	-12	-2	.	?	?	-5%
S=C(NCCc1ccccc1)N1CCN(C(=S)NCCc2ccccc2)CC1	.	.	.	?	18%	-13%
CC(=O)OC[C@H]1O[C@@H](Sc2cccc3cccnc23)[C@H](OC(C)=O)[C@@H](OC(C)=O)[C@H]1OC(C)=O	30	6	-15%	33%[activator]	-4%	9%
COc1cc(OC)nc(S(C)(=O)=O)n1	-1	-2	-2%	5%	12µM*	?
Cc1ccc(S(=O)(=O)N2CCOCC2)cc1C(=O)Nc1nc2ccccc2[nH]1	13	18*	-13%	11%	-92%	?

Already shown: 4 of the compounds above.
SMILES	Shiga inhibitor	CHX counter	Giardia FBPA inh	HCV inh	Pf growth 96h	Pf growth 48h
S=C(NCCc1ccccc1)N1CCN(C(=S)NCCc2ccccc2)CC1	.	.	.	?	18%	-13%
CC(=O)OC[C@H]1O[C@@H](Sc2cccc3cccnc23)[C@H](OC(C)=O)[C@@H](OC(C)=O)[C@H]1OC(C)=O	30	6	-15%	33%[activator]	-4%	9%
COc1cc(OC)nc(S(C)(=O)=O)n1	-1	-2	-2%	5%	12µM*	?
Cc1ccc(S(=O)(=O)N2CCOCC2)cc1C(=O)Nc1nc2ccccc2[nH]1	13	18*	-13%	11%	-92%	?

Other entries follow.
SMILES	Shiga inhibitor	CHX counter	Giardia FBPA inh	HCV inh	Pf growth 96h	Pf growth 48h
COC(=O)CC1=C(C(=O)OC)C(c2ccc3c(c2)OCO3)C(C#N)=C(N)O1 (stereo unspecified)	3	13	-10%	5%	5%	?
O=C(Nc1ccccc1O)/C(=C\c1ccccc1)NC(=O)c1ccccc1	2	-1	2%	3%	14%	-15%
CCCCCn1c(=O)c(C(=O)NCc2ccc(Cl)cc2)c(O)c2ccccc21	.	-4	12%	?	37%[activator]	?
CC(=O)N1N=C(c2cccnc2)CC1c1ccccc1O (stereo unspecified)	-4	1	4%	13%	?	3%
CC(Nc1ncnc2nc[nH]c12)c1ccccc1 (stereo unspecified)	12	2	-18%	-25%	13µM*	?
Cc1cc2c(cc1C)NC(c1c(C)n(C)n(-c3ccccc3)c1=O)C1=C(CC(C)(C)CC1=O)N2 (stereo unspecified)	39*	19*	?	-19%&-6%	10µM*	?
CCOC(=O)c1c(C)[nH]c(NC(=O)Nc2c(C)n(C)n(-c3ccccc3)c2=O)c1C	-7	-3	0%	-7%	0%	-2%
Cc1ccc(S(=O)(=O)N(CC(=O)Nc2ccccc2C(=O)O)c2ccccc2C)cc1	17	12	-4%	19%	?	-8%
CC(C)CCC1(CCNC(=O)c2cccs2)CCOC(C)(C)C1 (stereo unspecified)	6	-2	-2%	?	-30%	?
CCN=C1SC(C(=O)Nc2cccc(C)c2)CC(=O)N1CC (stereo unspecified)	22	-5	2%	-25%	.	2%
N#Cc1c(-c2ccccc2)[nH]c(=S)[nH]c1=O	-9	-2	-27%	11%	?	.
CNC(=O)c1ccc(-n2nc(C)cc2-c2ccccc2)cc1	22	-1	4%	-6%	?	1.7µM*
OC[C@H]1OC(O)[C@@H](O)[C@@H](O)[C@@H]1O (stereo partly specified)	-16	7	1%	14%	54%[activator]	2%
O=C(C[N+]1(CC#Cc2ccccc2)CCOCC1)c1ccccc1	-1	15	3%	-25%	-11%	13µM*
CS(=O)(=O)NN1C(=O)c2ccccc2NC12CCCC2	-6	-1	-1%	12%	-22%	-5%
O=C(COc1cccc2ccccc12)N1c2ccccc2CCc2ccccc21	-21	-2	-5%	?	?	10µM*
Cc1cccn2c(=O)c3cc(C(=O)N4COCC4(C)C)sc3nc12	19	10	-1%	5%	37%[activator]	40%[activator]
COc1ccc(N2C(=O)CSC2c2ccccc2)cc1 (stereo unspecified)	-4	12	9%	-4%	21%	.
COc1ccccc1NC(=O)NC1CC(=O)N(c2ccc3c(c2)OCCO3)C1 (stereo unspecified)	.	.	.	13%	-1%	11%
O=c1c2c3c(sc2nc2n1CCCC2)CCCC3	42*	19*	3%	-14%	-96%	28%
NS(=O)(=O)Cc1noc2ccccc12	-1&-3&15	4&-1&-5	-2%&-11%&-2%	11%&5%	25%&-20%	37%&-23%[activator]
O=C(COc1ccc2ccc(=O)oc2c1)N1CCN(c2ccc(F)cc2)CC1	-5	0	.	-17%	1%	1%
CCOc1ccc(NS(=O)(=O)c2cc(NC(=O)c3cccc(C)c3)ccc2Cl)cc1	4	0	1%	11µM*	?	?
CCN1CSC(=S)N(Cc2ccc(OC)cc2)C1	-6	-4	?	-21%	?	?
COCCNC(=O)C(c1ccc(O)cc1)N(Cc1cccs1)C(=O)CCC(=O)Nc1ccccn1 (stereo unspecified)	1	1	10%	11%	11%	1%
COc1ccc(NS(=O)(=O)c2cccc(C(=O)NNC(=O)CNC(=O)c3ccccc3F)c2)cc1	.	.	.	?	-8%	1%
Cc1cccc(N2CCN(C(=O)c3cccn4c(=O)c5c(C)c(C)sc5nc34)CC2)c1C	-3	-2	1%	-19%	-13%	.
CCCN1CCN(C(=O)CCc2nnc3ccc(N4CCN(c5cccc(OC)c5)CC4)nn23)CC1	-4	0	-8%	1%	30%	10µM*
COc1ccc(CNCCc2ccc(Cl)cc2)cc1OCc1ccccc1	-12	-6	?	?	-11%	2%
NNC(=O)c1nc[nH]c1C(=O)Nc1ccccc1	22*	14*	-5%	12%	10µM*	25%
CCOc1cccc(Nc2cc3n(c(=O)n2)CCc2cc(OC)c(OC)cc2-3)c1	-4	7	6%	5%	3.7µM*	?
CC1=C(C(=O)Nc2ccccn2)C(c2cn(C)nc2C)C2=C(CCCC2=O)N1 (stereo unspecified)	-3	-1	-2%	32%[activator]	9%	12%
CN(C)c1ncc(CN2CCC(CO)(CCCc3ccccc3)CC2)s1	-5	1	3%	-17%	3%	-1%
CN=C1SC(CC(=O)Nc2sc(C)c(C)c2C(=O)OC)C(=O)N1C (stereo unspecified)	2	-3	3%	?	?	-82%
O=C(CSC1CCCCC1)Nc1nccs1	-3	4	0%	2%	1%	29%
O=C(COc1ccc(Cl)cc1Cl)NC(=O)N1CCCCC1	67*	45*	-6%	-4%	.	103%[activator]
CC1(C)CC(NC(=O)C2CCCCC2C(=O)O)CC(C)(C)N1 (stereo unspecified)	-12	-2	0%	1%	?	3%
CCCCc1nnc(NC(=O)C23CC4CC(CC(NC(C)=O)(C4)C2)C3)s1	-28	0	.	0%	-15%	-2%
CCOc1ccccc1C1C(C(=O)Nc2ccccc2OC)=C(C)Nc2nc(CCCO)nn21 (stereo unspecified)	-18	-7	-4%	5%	-24%	.
CCOC(=O)c1c(C)c(C(=O)N2CCN(c3ccc(F)cc3)CC2)c(C)n1C	-26	-4	-6%	?	0%	0%
CCC(C)C(NC(=O)OC(C)(C)C)C(=O)NC(Cc1ccccc1)C(=O)OC (stereo unspecified)	-27	-3	7%	5%	0%	12%
CCCCSc1nnc(-c2ccc(OC)cc2)n1C	60*	65*	-2%	-4%	13µM*	-3%
N=c1c(S(=O)(=O)c2ccc(Cl)cc2)cc2c(=O)n3ccccc3nc2n1C1CCCC1	-6	-3	.	?	61%[activator]	?
CC(OC(=O)c1ccc(NS(=O)(=O)c2cccs2)cc1)C(=O)N(C)C1CCCCC1 (stereo unspecified)	-5	0	15%	-8%	-21%	-11%
COC(=O)c1cc(-c2ccc(Cl)cc2)n[nH]1	47*	38*	-6%	4%	17%	37%[activator]
CCOc1cncc(/C=C/CCNC)c1	16	5	-5%	.	.	.
CCN1C(=O)C(C(=O)Nc2ccc(OC)cc2)C2CC1(C)Oc1ccccc12 (stereo unspecified)	46*	14	-21%	-3%	15%	?
Cc1ccc(-n2c(N)c(S(=O)(=O)c3ccccc3)c3nc4ccccc4nc32)cc1	-6	8	-16%	-16%	?	0%
C=CCNc1nc(NCCO)nc(N2CCCC2)n1	6	-1	-13%	-23%	.	-6%

Outcome played no part in choosing rows; overall some 24% were active at least once.
